Screening data as filed in PubChem BioAssay.
uPA generation: blocks generation of uPA at the cell surface. AID 540303. cell surface uPA generation assay, qHTS. 330,000 compounds, 0.31% hits. Potency, µM (highest dose often 38.3 µM), inactives show top-dose activity change, negative = inhibition, actives largely listed as inhibitors; active = well fitted inhibition curve with a large enough effect; inconclusive = small, poorly fitted or top-dose-only effect; inactive = no such curve, though single readings can be large or run the other way; tested in mouse RAW 264.7 cells; also: potency is read from the fitted curve at half-maximal effect; % is scaled to controls: 0 for no effect and ±100 for the full control effect; nearly all actives have a fitted effect of over 55% in size
Tb PFK inh: blocks T. brucei phosphofructokinase; T. brucei PFK, ADP-Glo luminescence; Potency, µM (series often up to 57.5 µM), inactives show top-dose activity, negative = inhibition, hits mostly inhibitors; 330,000 compounds, 0.17% hits;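 also: potency is read from the fitted curve at half-maximal effect; 0% = uninhibited 1x PFK enzyme wells and -100% = no-enzyme wells; nearly all actives have a fitted effect of over 60% in size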
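ADP-Glo luminescence quantified ADP after 45 min at room temperature, with 1.25 nM T. brucei PFK, 0.1 mM ATP and 0.5 mM fructose-6-phosphate in pH 8.0 TEA buffer. qHTS titrations up to 57 µM; curves classified by quality.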
FLuc modulator: firefly luciferase modulation, counter-screen for miR-21 project; P08659; purified FLuc, Km substrates, luminescence inhibition; Potency, µM (doses to about 57.5 µM), for inactives: at the highest dose activity change, negative = inhibition, most hits filed as inhibitors; 360,000 compounds, 6.9% hits;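 also: potency is read from the fitted curve at half-maximal effect; plate controls were vehicle for no effect and reference inhibitor for full effect; nearly all actives have a fitted effect of over 55% in size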
Target sequence (P08659 whole entry, looked up): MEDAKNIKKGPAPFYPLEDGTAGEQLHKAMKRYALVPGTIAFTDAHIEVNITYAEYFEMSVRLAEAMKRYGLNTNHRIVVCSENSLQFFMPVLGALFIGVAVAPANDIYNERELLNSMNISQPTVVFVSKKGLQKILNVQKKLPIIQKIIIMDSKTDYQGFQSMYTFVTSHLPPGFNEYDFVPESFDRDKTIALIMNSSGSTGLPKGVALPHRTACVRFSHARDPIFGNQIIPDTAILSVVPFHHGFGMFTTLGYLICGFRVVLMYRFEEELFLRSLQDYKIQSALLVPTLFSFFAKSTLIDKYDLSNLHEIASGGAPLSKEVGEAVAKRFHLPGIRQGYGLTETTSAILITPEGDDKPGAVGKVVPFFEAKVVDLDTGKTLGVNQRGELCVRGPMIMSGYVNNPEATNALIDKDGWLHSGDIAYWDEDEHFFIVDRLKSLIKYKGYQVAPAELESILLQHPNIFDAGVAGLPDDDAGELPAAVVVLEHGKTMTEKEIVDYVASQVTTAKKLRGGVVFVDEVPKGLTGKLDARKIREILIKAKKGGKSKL
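Purified P. pyralis luciferase (10nM final) with 10uM D-luciferin and 10uM ATP (Km levels) in 50mM Tris acetate pH 7.5, 10mM Mg acetate, 0.01% Tween-20, 0.05% BSA; qHTS 6-point titration, ~60 µM downward; luminescence read.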
Rab9 prom act: activates the Rab9 promoter; Huh7 Rab9 promoter-luciferase reporter, luminescence, 24 h; 320,000 compounds, 2.8% hits; Potency, µM (top dose mostly 9.22 µM), without a hit: at the top dose activation, negative = inhibition, hits mostly activators; also: potency is read from the fitted curve at half-maximal effect; % of control where 0% means no effect; nearly all actives have a fitted effect of over 60% in size
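Steps: seed 1500 Huh7 Rab9-luc cells per well, rest 2 h at 37 °C; add compound in DMSO; incubate 24 h; add luciferase reagent, 10 min ambient; read luminescence.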
Giardia killer: kills Giardia lamblia; activity change, % at 7.66 µM, hits read low; Giardia lamblia trophozoite viability; AID 540267; 340,000 compounds, 0.15% hits; in the data active = activity change below about -80%; inconclusive = between about -30% and that limit;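 also: parasites exposed to compound for two days anaerobically before the ATP read; % is scaled to controls: 0 for no effect and ±100 for the full control effect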
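ATP-content bioluminescence gauges trophozoite survival. Cells (100/well) receive compound and incubate anaerobically for 48 hrs at 37 deg C; detection reagent follows for 15-30 min at room temperature.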
RORgamma inh: blocks mouse ROR gamma transcriptional activity. P51450. Drosophila S2 Gal4-RORgamma UAS-luciferase reporter, 20 h. Potency, µM (top dose mostly 53.6 µM), for inactives: top-dose activity change, negative = inhibition, usual class: inhibitors. 310,000 compounds, 5.4% hits; also: potency is read from the fitted curve at half-maximal effect; % is scaled to controls: 0 for no effect and ±100 for the full control effect; nearly all actives have a fitted effect of over 60% in size
Target sequence (P51450 whole entry, looked up, the tested form may be a part): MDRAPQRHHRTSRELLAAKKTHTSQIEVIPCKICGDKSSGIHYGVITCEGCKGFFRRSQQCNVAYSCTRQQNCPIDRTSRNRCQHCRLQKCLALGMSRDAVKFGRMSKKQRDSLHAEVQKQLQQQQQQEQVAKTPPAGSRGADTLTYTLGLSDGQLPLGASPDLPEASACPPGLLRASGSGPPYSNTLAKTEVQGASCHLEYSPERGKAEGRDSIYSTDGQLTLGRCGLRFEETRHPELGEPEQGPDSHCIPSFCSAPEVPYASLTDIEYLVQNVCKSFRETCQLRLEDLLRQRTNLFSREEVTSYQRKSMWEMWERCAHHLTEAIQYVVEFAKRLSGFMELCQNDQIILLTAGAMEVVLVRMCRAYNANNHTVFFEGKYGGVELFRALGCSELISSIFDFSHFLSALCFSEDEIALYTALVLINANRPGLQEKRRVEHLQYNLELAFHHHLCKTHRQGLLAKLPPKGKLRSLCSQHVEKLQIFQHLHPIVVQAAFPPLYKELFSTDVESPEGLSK
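ROR gamma transcriptional activity was tracked as Gal4-UAS luciferase output in stably transfected Drosophila Schneider cells, with compound added 1 hr before 700 uM copper sulfate induction and a 20 hr ambient-temperature incubation.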
ELG1 genotoxic: induces genotoxicity in HEK293T cells with luciferase-tagged ELG1 | HEK293T ELG1-luciferase reporter, luminescence, 16 h | Potency, µM (titrated, usually from 46 µM), without a hit: at the top dose activity change, positive = activation, most hits filed as activators | 330,000 compounds, 1.3% hits; also: potency is read from the fitted curve at half-maximal effect; % of control where 0% means no effect; nearly all actives have a fitted effect of over 60% in size
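Genotoxic stress is detected as increased luminescence from luciferase-tagged ELG1 in HEK293T cells, measured with ONE-Glo after a 16 hr treatment at 37 °C.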
KCNH2 3.1 block: blocks the human KCNH2 3.1 channel isoform; U2OS KCNH2 3.1, thallium flux FluxOr; active compounds read low; 340,000 compounds, 0.95% hits; activity change, % (tested at about 1.8 µM);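 active = maximum activity change below -70%; inconclusive = maximum activity change from -70% to -50%; inactive = maximum activity change above -50%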;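 also: thallium influx rate constant from kinetic fluorescence after stimulation buffer; % is scaled to controls: 0 for no effect and ±100 for the full control effect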
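Thallium flux via FluxOr fluorescence (Red40 quencher, 45 min loading) in U2OS cells virally expressing the KCNH2 3.1 isoform (1.77 x 10^8 /mL virus, overnight at 37 C). Rate constants from 2-min kinetic reads post-stimulation, normalised to positive and negative controls.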
FBPA coupling cs: coupling enzyme interference in Giardia aldolase counter-screen. coupling enzyme system counterscreen, AmpLite Red fluorescence. activity change, negative = inhibition, % at 58.2 µM, hits read low. 290,000 compounds, 0.67% hits. AID 2472; in the data active = activity change below about -30%; also: % is scaled to controls: 0 for no effect and ±100 for the full control effect
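First, compound is pin-transferred into glyceraldehyde-3-phosphate coupling-enzyme reagent at 57.5 uM final and held 10 min at RT. Next, substrate, coupling system and AmpLite Red are added. After 20 min RT, fluorescence (525/598 nm) is read.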
VP16 counter: Gal4-VP16 reporter inhibition counter-screen | Drosophila S2 Gal4-VP16 UAS-luciferase, luminescence, 20 h | Potency, µM (doses to about 53.6 µM), without a hit: at the top dose activity, negative = inhibition, most hits filed as inhibitors | 310,000 compounds, 3.5% hits | AID 2546;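 also: Gal4-VP16 expression switched on by copper sulfate through the metallothionein promoter; potency is read from the fitted curve at half-maximal effect; % is scaled to controls: 0 for no effect and ±100 for the full control effect; nearly all actives have a fitted effect of over 50% in size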
NPC1 promoter act: NPC1 promoter activation; Potency, µM (series often up to 9.22 µM), inactives show at the top dose activation, most hits filed as activators; 320,000 compounds, 2.4% hits; Huh7 NPC1 promoter luciferase reporter, 24 h; AID 485313;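 also: potency is read from the fitted curve at half-maximal effect; % of control where 0% means no effect; nearly all actives have a fitted effect of over 60% in size; reporter is driven by a mutant NPC1 promoter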
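Stable NPC1-promoter luciferase Huh7 line; cpd (DMSO) 24 h, 37 °C, 5% CO2; Amplite luciferase reagent 10 min RT; luminescence readout. qHTS format.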
Numbers without * were called inactive; u = inconclusive; x = not tested or not shown; [ ] = dose if it differs, or a comment. Unless noted, calls follow the shape of the dose curve; as a rule, active = well fitted curve in the direction sought with a large enough effect; inconclusive = small, poorly fitted or top-dose-only effect, or another doubt; inactive = no such curve, though single readings can be large; an effect the other way counts as inactive or inconclusive. No enrichment for hits; overall some 14% were active at least once.

SMILES | uPA generation | Tb PFK inh | FLuc modulator | Rab9 prom act | Giardia killer | RORgamma inh | ELG1 genotoxic | KCNH2 3.1 block | FBPA coupling cs | VP16 counter | NPC1 promoter act
Cc1nnc(NC(=O)CSc2nnc(CC(=O)Nc3ccccc3C)n2C)s1 | -1% | -4% | 2% | 15% | 17 | 6% | 3% | 12 | 1 | 0% | -1%
CCN(CC)CCN1C(=O)C(=O)/C(=C(/O)c2c(C)[nH]c(C(=O)OC)c2C)C1c1cccnc1 (stereo not given) | -2% | -5% | 2% | 4% | -8 | 0% | -2% | 18 | -16 | u | 11%
CN(CCC(=O)Nc1ccc(Cl)cc1)Cc1ccccc1 | 1% | 3% | -8% | -4% | 2 | -6% | 10% | -76* | 2 | -2% | -1%
Cc1ccc(OCC(=O)N2c3ccccc3NC(=O)C2(C)C)c([N+](=O)[O-])n1 | -3% | -8% | 2% | -29% | -19 | 8% | 1% | 18 | 2 | 6% | -1%
COc1ccc(CN2C(=O)C(C)=C(C)C2OC)cc1 (stereo not given) | 1% | -1% | 0% | -1% | 12 | x | 1% | -15 | -3 | x | -2%
O=C(CSc1ccc(Cl)cc1)NC1=NN(c2ccccc2)C(=O)C1 | -1% | 0% | 1% | 8% | -4 | 19% | 1% | -10 | 1 | -3% | 0%
CCOc1ccc(N(C(C)C(=O)NCc2ccco2)S(C)(=O)=O)cc1 (stereo not given) | 4% | 7% | -1% | 11% | -3 | 7% | -1% | -6 | 2 | 8% | 1%
O=C(c1ccccc1)c1cccn1CC(=O)N1CCCCCC1 | 8% | 0% | 3% | 1% | -8 | -5% | -1% | x | 2 | 2% | -1%
Cc1cc(=O)[nH]c(Nc2cccc(F)c2)n1 | 1% | -1% | 4% | 3% | -11 | -15%[1.91 µM] | -4% | 0 | 0 | 2% | 1%
Cc1ccccc1NC(=S)Nc1ccc2[nH]c(=O)[nH]c2c1 | -1% | -3% | -1% | 4% | u | -28% | 0% | 16 | 2 | 1% | 2%
O=C(CCNS(=O)(=O)c1cccc2nsnc12)N1CCN(c2ccccn2)CC1 | x | 0% | 0% | 3% | x | 25% | 0% | x | -9 | 7% | -4%
O=C(O)C1CCCN1c1nc(C(F)(F)F)nc2ccccc12 (stereo not given) | 0% | -5% | 0% | 5% | 1 | 4% | 2% | 10 | 2 | 6% | 0%
COc1ccc(OC)c(-n2c(-c3ccccc3)n[nH]c2=S)c1 | 0% | -26% | u | -19% | -19 | 10µM* | 1% | 1 | 2 | u | 0%
Cc1ccc(C(=O)NCCCN2CCOCC2)cc1S(=O)(=O)N1CCOCC1 | 16% | 0% | 0% | -4% | -27 | x | 1% | -8 | x | x | -6%
Cc1cc(NC(=O)c2cccc(Oc3ccccc3)c2)n[nH]1 | u | 0% | 6.7µM* | 0.89µM* | 20 | -29% | u | -18 | 1 | -5% | 2.8µM*
CCc1ccc(OC)c(S(=O)(=O)NCc2cccs2)c1 | -11% | -7% | 1% | -12% | 11 | x | -1% | 7 | x | x | -2%
O=C(/C=C/c1cccs1)NCc1ccc2c(c1)OCO2 | -5% | -4% | u | 1% | 15 | 20% | 6% | 7 | 0 | 7% | 2%
CC(C)C(=O)N1CCC2(CC1)Oc1ccc(Cl)cc1C(=O)C21CC(c2ccc(Cl)cc2)=NO1 (stereo not given) | 10% | 2% | -1% | -5% | -20 | 2% | -1% | -46 | -1 | 2% | -11%
COc1cccc(C(=O)CN2C(=O)C(C)(C)Oc3ccc(C(=O)N4CCCCCC4)cc32)c1 | -1% | 1% | -5% | 1% | -12 | 3% | -9% | -4 | 0 | -8% | -5%
O=C(/C=C/c1ccccc1)NCC(=O)N/N=C/c1ccccc1[N+](=O)[O-] | 9% | 8% | 7% | 1% | -26 | 5% | -12% | 11 | 6 | -5% | 1%
CCC(Nc1nc(-c2ccccc2)nc2ccccc12)C(=O)O (stereo not given) | -20% | 2% | -1% | -4% | -8 | -8% | 2% | u | 13 | -1% | -3%
Cc1nn(-c2ccccc2)c(C)c1NC(=O)COc1ccc([N+](=O)[O-])cc1 | -2% | u | 2% | 1% | -7 | x | -6% | 1 | x | x | -5%
O=c1cc(N2CCN(c3ccc(F)cc3)CC2)[nH]c(=O)n1Cc1ccc(F)cc1 | u | -6% | 1% | -1% | -7 | -19% | -36%[inhibitor] | -4 | -3 | 20% | -11%
COc1ccc(C(=O)N(C)Cc2ccccc2)cc1Br | x | 0% | -12% | -1% | x | u | 2% | x | 12 | -19% | -2%
O=C(O)COc1ccc2c3c(c(=O)oc2c1)CCC3 | 4% | 8% | u | 21% | 15 | -11% | 3% | 1 | 4 | -7% | 0%
CN1CN=C(NS(=O)(=O)c2ccc([N+](=O)[O-])cc2)NC1 | 5% | 0% | 0% | 0% | 19 | 0% | 10% | -8 | x | 0% | 1%
Cc1cc(C)nc(NC(=O)Cc2ccc(Br)cc2)n1 | 0% | -12% | -4% | -1% | 14 | 22% | 1% | 5 | 0 | 2% | 7%
CCn1c(SCC(=O)NCc2cccs2)nnc1-c1ccco1 | -3% | 2% | 6% | -2% | 31[activator] | 2% | 0% | 7 | 2 | 2% | -1%
CCCCc1nc(SCC(=O)Nc2ncccn2)n[nH]1 | 1% | 0% | -1% | 2% | -1 | -5% | 0% | 3 | 1 | -12% | 0%
COc1ccccc1OCC(=O)NCc1cccs1 | -2% | -2% | -1% | -8% | -3 | 19% | 1% | -2 | 2 | 10% | -1%

Quoted at random: 3 compounds from above, in no set order.
SMILES | uPA generation | Tb PFK inh | FLuc modulator | Rab9 prom act | Giardia killer | RORgamma inh | ELG1 genotoxic | KCNH2 3.1 block | FBPA coupling cs | VP16 counter | NPC1 promoter act
O=c1cc(N2CCN(c3ccc(F)cc3)CC2)[nH]c(=O)n1Cc1ccc(F)cc1 | u | -6% | 1% | -1% | -7 | -19% | -36%[inhibitor] | -4 | -3 | 20% | -11%
O=C(O)COc1ccc2c3c(c(=O)oc2c1)CCC3 | 4% | 8% | u | 21% | 15 | -11% | 3% | 1 | 4 | -7% | 0%
CN1CN=C(NS(=O)(=O)c2ccc([N+](=O)[O-])cc2)NC1 | 5% | 0% | 0% | 0% | 19 | 0% | 10% | -8 | x | 0% | 1%

Next records.
SMILES | uPA generation | Tb PFK inh | FLuc modulator | Rab9 prom act | Giardia killer | RORgamma inh | ELG1 genotoxic | KCNH2 3.1 block | FBPA coupling cs | VP16 counter | NPC1 promoter act
NC(=O)c1ccc(-c2ncc(-c3ccccc3)o2)cc1 | x | 3% | 2.1µM* | u | 1 | 1.8µM* | 0.18µM* | -2 | 0 | 11µM* | 0.28µM*
COc1ccc2[nH]c3c(c2c1)CCN1C(=O)C(CC(=O)NCCN2CCOCC2)C[C@H](C(=O)N2CCCCC2)[C@@]31C (stereo not given in full) | 11% | 2% | x | x | 11 | x | 4% | 7 | x | x | x
COc1ccc(S(=O)(=O)Cc2ccc(C(=O)NCc3cccs3)o2)cc1 | 7% | 0% | 0% | -6% | u | 7% | 1% | 3 | -1 | -8% | -3%
O=C(NC1CCN(C(=S)Nc2ccccc2)CC1)C1CCCCC1 | 3% | 1% | 2% | 9% | 4 | -8% | -8% | -9 | 0 | 2% | -2%
O=C(Nc1ccc(Br)cc1)C1CCCN(C2=NS(=O)(=O)c3ccccc32)C1 (stereo not given) | 13% | 0% | 3% | -5% | -8 | x | 0% | -15 | x | x | -2%
COc1ccccc1C(c1nnnn1C(C)(C)C)N1CCN(Cc2ccncc2)CC1 (stereo not given) | -2% | 0% | -1% | -4% | 3 | -3% | 2% | -2 | 1 | -14% | -5%
O=C(NCc1nnc2c(C(F)(F)F)cc(Cl)cn12)c1ccco1 | 0% | -5% | 3% | -1% | u | -18% | 1% | 5 | 1 | -14% | 2%
CCCCn1c(=O)c(CCC(=O)O)nc2ccccc21 | 7% | 0% | -8% | -1% | 10 | 2% | 10% | -2 | 11 | 3% | -7%
CS(=O)(=O)c1ccc(NCCN2CCOCC2)c([N+](=O)[O-])c1 | 2% | -1% | -1% | -1% | u | -44% | 1% | 9 | -1 | 14% | -3%
O=C(CSCc1ccccc1Cl)NNC(=S)Nc1ccccc1 | -2% | -2% | -3% | 1% | -3 | 16µM* | 3% | -18 | 1 | -7% | 0%
